PG9 Ab binder: PG9 antibody binding by small molecule | TR-FRET gp120-PG9 antibody binding | inhibition, % at 6.7 µM | 360,000 compounds, 0.43% hits; in the data active means inhibition above about 8.5%
PRMT1 FP inh: PRMT1 (human) inhibition, primary screen; AID 652257; inhibition, % at 2.79 µM; 370,000 compounds, 1.3% hits; recombinant PRMT1, activity-based probe fluorescence polarization;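 active means inhibition above about 21% made by adding two undisclosed values, limit read from the data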
Target sequence (Q99873 whole entry, looked up): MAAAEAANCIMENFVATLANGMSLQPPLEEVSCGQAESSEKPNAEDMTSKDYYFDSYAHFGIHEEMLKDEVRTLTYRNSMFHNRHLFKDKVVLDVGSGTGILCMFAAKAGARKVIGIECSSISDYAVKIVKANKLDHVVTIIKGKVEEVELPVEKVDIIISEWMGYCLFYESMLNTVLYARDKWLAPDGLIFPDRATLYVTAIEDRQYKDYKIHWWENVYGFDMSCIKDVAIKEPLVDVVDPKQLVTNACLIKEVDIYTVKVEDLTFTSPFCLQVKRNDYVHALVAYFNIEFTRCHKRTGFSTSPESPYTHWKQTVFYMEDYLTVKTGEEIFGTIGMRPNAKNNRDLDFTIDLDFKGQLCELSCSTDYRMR
MBD2 inh: MBD2-methylated oligo binding inhibition | AID 686964 | Q9UBB5 | inhibition, % at 4.4 µM | TR-FRET, MBD2 binding to methylated oligonucleotide | 370,000 compounds, 0.31% hits; in the data active means inhibition above about 13%
Target sequence (Q9UBB5 whole entry, looked up): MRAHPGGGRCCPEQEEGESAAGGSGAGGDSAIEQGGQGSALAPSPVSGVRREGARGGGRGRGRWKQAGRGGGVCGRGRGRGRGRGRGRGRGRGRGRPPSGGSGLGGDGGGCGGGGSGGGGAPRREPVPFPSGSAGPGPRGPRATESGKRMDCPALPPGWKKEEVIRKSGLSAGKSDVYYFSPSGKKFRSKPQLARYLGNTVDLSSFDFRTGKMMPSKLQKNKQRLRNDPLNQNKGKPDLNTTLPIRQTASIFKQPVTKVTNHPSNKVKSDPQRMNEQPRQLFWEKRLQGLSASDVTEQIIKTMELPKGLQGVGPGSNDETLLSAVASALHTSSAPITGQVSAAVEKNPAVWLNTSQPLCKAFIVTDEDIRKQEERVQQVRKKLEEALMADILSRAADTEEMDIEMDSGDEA
Rev-erbA mod: Rev-erb alpha (human) modulation | P20393 | Rev-erbα–FITC-DNA binding, fluorescence polarization, 90 min | activity, % at 10 µM | 370,000 compounds, 0.79% hits | AID 1259318;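 active means activity above about 14%, limit read from the data; passing the limit was not always enough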;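 further: 0% = DMSO wells with 35 nM protein and 100% = DMSO wells with 750 nM protein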
UHRF1 MBD2 ctr: human UHRF1 methylated DNA binding inhibitors; UHRF1 binding to methylated oligo, TR-FRET; inhibition, % at 4.4 µM; 370,000 compounds, 0.75% hits; in the data active means inhibition above about 21%;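 further: UHRF1 SRA domain binding a hemimethylated CpG hairpin DNA probe; 0% = median of test compound wells and 100% = reference inhibitor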
HTRA1 inhibitor: inhibitors of human serine peptidase HTRA1. Q92743. 340,000 compounds, 0.5% hits. inhibition, % at 5.96 µM. recombinant HTRA1, FP-rhodamine activity-based probe, fluorescence polarization; in the data active means inhibition above about 36%;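 further: 0% = enzyme with DMSO and 100% = wells lacking enzyme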
ABHD4 inh: inhibits mouse alpha/beta hydrolase domain 4; Q8VD66; 370,000 compounds, 0.54% hits; purified mABHD4, FP-Rh probe fluorescence polarization; inhibition, % at 8.92 µM;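 active means inhibition exceeding the mean over every tested compound plus 3 SD, cut at about 30% in these data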;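 further: 0% = plate median of compound wells and 100% = S159A mutant with DMSO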
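Assay system: mouse ABHD4 enzyme, wild type / Also added: fluorescent activity-based probe FP-Rh / Doses: single nominal dose of 8.92 µM, 0.89% DMSO final / Timing: 45 min compound pre-incubation plus 60 min probe step, 25 °C / Signal: FP readout, ex 525 nm / em 598 nm / Control set: S159A mutant/DMSO as 100%, compound-well median as 0%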
TCR CD3 inh: inhibitors of human TCR-CD3 interaction. 360,000 compounds, 0.37% hits. TAMRA-labeled TCR probe fluorescence, biochemical. inhibition, % at 9.4 µM; in the data active means inhibition above about 19%;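 further: recombinant mutant TCR 2C K166C tagged with TAMRA read by polarization; 0% = receptor in buffer alone and 100% = receptor with positive control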
LEDGF integ inh: blocks HIV-1 LEDGF/p75-dependent DNA integration; TR-FRET IN-LEDGF/p75 DNA integration, Eu/Cy5; inhibition, % at 3.7 µM; 370,000 compounds, 0.64% hits;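 active means inhibition above the screen-wide mean plus 3 SD, cut at about 13% in these data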;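 further: signal is the Cy5 over europium emission ratio at 671 and 618 nm; 0% = plate median of compound wells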
rCAG binder: r(CAG) repeat RNA binding; TO-PRO-1 dye displacement fluorescence; 370,000 compounds, 1.3% hits; inhibition, % at 3 µM;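 active means inhibition above the plate cutoff, the mean of all test compounds on that plate plus 3 SD, cut at about 35% in these data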;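 further: 0% = DMSO alone and 100% = 100 µM mitoxantrone as full dye displacement; higher means more dye released from RNA so lower well fluorescence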
Active calls of the source: *; x = no result given.

SMILES	PG9 Ab binder	PRMT1 FP inh	MBD2 inh	Rev-erbA mod	UHRF1 MBD2 ctr	HTRA1 inhibitor	ABHD4 inh	TCR CD3 inh	LEDGF integ inh	rCAG binder
CN=C1CC(C)(C)CC(=O)/C1=C(/O)CCCN1C(=O)c2ccccc2C1=O	1.3	3.0	4.6	5.9	1.5	1.2	5.0	-5.6	-4.8	-6.7
O=C(CN1CCc2onc(-c3ccc(-n4cc(C5=CCCCC5)nn4)cc3)c2C1=O)N1CCOCC1	x	3.8	-6.3	3.9	-1.6	x	-8.4	x	0.2	2.6
COc1cc(OC)c(OC)cc1/C=C/c1cc(C(F)(F)F)[nH]c(=O)n1	-11.8	-2.0	3.2	-4.7	13.8	5.2	-0.5	7.4	0.0	1.4
O=C(NN1C(=O)C2C(C1=O)C1C=CC2C12CC2)c1cccc(Cl)c1 (stereo unspecified)	2.8	4.3	2.1	6.7	3.3	0.3	0.7	-2.0	-4.7	-2.4
COc1ccc(C(=O)OCC(=O)Nc2ncc([N+](=O)[O-])s2)cc1OC	-0.7	21.0	0.3	-15.4	11.2	9.4	38.0*	20.6*	7.8	52.1*
CCOc1ccc(-n2c(O)c(/C=N/NC(=O)C3COc4ccccc4O3)c3ccccc3c2=O)cc1 (stereo unspecified)	-2.6	1.9	3.6	2.1	0.4	14.4	19.6	20.3*	-1.0	76.2*
Fc1ccc2c(c1)C1OCCCC1C(c1ccccc1)N2 (stereo unspecified)	-3.1	1.1	1.7	-7.3	2.6	1.3	-11.4	-1.8	-0.1	-2.1
N#Cc1ccc(OCC(=O)OCC(=O)N2CCc3ccccc32)cc1	-1.5	4.2	6.4	10.5	-0.1	1.9	3.4	-0.2	-1.3	0.8
CC(C)(C)c1cc(NCCCn2ccnc2)n2ncc(-c3ccc(Cl)cc3)c2n1	1.7	-2.0	-2.6	-3.8	-4.2	6.8	11.8	1.0	1.3	3.0
COCCNC(=O)C(c1ccc(O)cc1)N(C(=O)CCC(=O)Nc1nccs1)c1ccc(C)cc1 (stereo unspecified)	0.3	-9.9	-0.2	0.1	4.5	4.7	-7.6	-5.7	6.0	-4.0
COC(=O)[C@@]12CCCN1[C@H](c1ccc(-c3ccccc3)cc1)[C@H]1C(=O)N(C)C(=O)[C@H]12	1.9	-1.1	7.2	-0.3	3.1	-3.2	-12.9	3.5	-0.5	0.1
O=C(/C=C/c1cccc([N+](=O)[O-])c1)NCCSc1ccccc1	1.8	0.4	-8.8	-6.0	-1.0	-6.8	-7.0	6.9	-2.7	4.5
COc1ccc(C(=O)c2sc(Nc3cccc(OC)c3)c(C(=O)Nc3cccc(C)c3C)c2N)cc1	-0.4	8.3	6.5	2.4	-0.2	-2.3	2.0	-7.8	3.0	17.3
O=C(Cc1ccccc1)NNC(=O)C1CCN(c2ncccn2)CC1	0.4	1.4	2.6	-2.5	1.6	3.2	-0.7	-0.1	-11.5	-2.1
CCC(=O)N1N=C(c2ccc(C)o2)CC1c1ccc(Br)cc1 (stereo unspecified)	-0.6	2.6	-1.0	-1.5	0.8	-12.2	-7.8	-2.4	2.8	-1.3
CCCC(=O)Nc1ccccc1NC(=O)CCC	-2.0	-0.4	-4.3	3.6	-1.5	1.7	6.3	1.5	2.5	0.1
Cc1ccccc1-n1c(Cn2c(=O)sc3ccccc32)nnc1SCC(=O)N1CCCC1	0.2	0.7	-0.5	-0.8	-1.3	7.4	2.7	2.3	4.8	-0.7
C=CCn1c(C(C)C)nc2ccccc21	0.8	0.7	0.5	3.0	-1.1	-0.3	1.9	-0.9	-1.3	-2.7
Cc1cc2ncc(C(=O)Nc3ccsc3C(=O)O)c(C)n2n1	1.6	1.4	2.5	-2.1	-1.8	-2.3	3.4	3.2	0.6	5.2
Cn1c(SCC(=O)Nc2ccccc2F)nc2c(c1=O)SCC2	1.4	1.3	-1.1	1.0	-1.0	-2.5	1.2	4.3	1.1	-0.3
Cc1c(NCc2cc(Cl)cc(Cl)c2O)c(=O)n(-c2ccccc2)n1C	-0.7	-0.8	1.6	-4.1	-2.5	19.7	6.3	-4.5	1.7	4.7
COc1ccc(C2(O)CCN(CC(=O)Nc3nccs3)CC2)c(OC)c1	0.5	-0.9	-5.6	-8.4	3.4	3.6	-3.5	7.3	2.6	-2.8
O=C1N[C@@H](Cc2ccccc2)C(=O)N2[C@@H]3N(S(=O)(=O)c4ccccc4)c4ccccc4[C@]3(Br)C[C@@H]12	-0.9	-0.4	-4.4	0.0	-3.5	-25.6	-5.8	3.4	1.8	-3.5
O=C(Nc1nnc(S(=O)(=O)N2CCOCC2)s1)c1cccc(Br)c1	0.1	1.6	-0.7	3.0	0.0	-5.0	-4.0	5.0	-1.9	31.8
Cc1ccc(S(=O)(=O)NC(C)C(=O)NC2CCCCCC2)cc1 (stereo unspecified)	0.7	3.9	3.8	3.2	2.5	3.6	5.1	-6.8	-3.5	-1.1
O=C1C(=O)N(c2ccccn2)C(c2cccc([N+](=O)[O-])c2)/C1=C(/O)c1ccc(Br)cc1 (stereo unspecified)	-2.6	1.2	1.1	-0.3	2.6	-5.4	-1.5	-2.8	-3.7	14.5
COc1ccc2oc(=O)c(C(=O)NCc3ccc(F)cc3)cc2c1	2.0	0.8	8.4	29.8*	4.4	1.9	0.8	-5.2	-0.6	-3.1
O=C(Nc1cccc([N+](=O)[O-])c1)ONC1=NCCCCC1	0.6	7.5	-5.9	-5.0	-0.7	2.0	3.8	5.6	1.7	0.8
Cc1cc(C(=O)CN2CCCC(C)C2)c(C)n1-c1ccc(F)cc1 (stereo unspecified)	0.8	-0.5	1.3	-6.0	0.7	4.3	-3.6	8.5	4.3	1.2
CC(Sc1nnc(NC(=O)c2cc3ccccc3oc2=O)s1)c1ccccc1 (stereo unspecified)	3.9	1.1	-2.8	1.1	3.6	4.9	-1.0	6.6	0.2	1.6
Cc1c(C(=O)OCC(=O)N2CCCC2)cccc1[N+](=O)[O-]	1.5	-1.9	3.9	-3.5	-2.6	-1.5	1.5	1.3	0.7	-3.0
CSc1ccc(CN2CCN(C(C)C)C(CCO)C2)cc1 (stereo unspecified)	-1.8	-1.8	-1.7	2.5	-2.0	8.3	-2.1	1.0	-0.6	-1.2
Cc1ccc(-n2nnnc2SCC(=O)NC2CC2)cc1C	-1.9	-2.6	0.8	-2.4	0.5	-3.8	0.1	0.8	-0.5	-3.4
COc1ccc(C(=O)N2N=C(c3cccc(OC)c3)CC2(O)C(F)(F)F)cc1 (stereo unspecified)	-0.9	2.8	5.7	1.6	1.2	-34.3	-9.8	-8.9	-0.9	-5.2
Cc1ccccc1SCC(=O)NNC(=O)c1ccncc1	-1.8	-0.6	0.1	1.6	-2.5	-3.7	1.6	7.6	-1.8	4.3
C=CC[C@@H](CC(=O)N(CCO)Cc1ccccc1)C(=O)N[C@H](COC(=O)[C@@H](CC=C)CC(=O)OC(C)(C)C)Cc1c[nH]c2ccccc12	-1.9	2.3	2.1	3.5	0.0	-29.8	-16.0	4.8	0.8	-6.7
CCOC(=O)c1c(NC(=O)CSc2nnnn2C)sc(C)c1C	-1.9	3.3	-1.5	1.2	0.8	-8.6	0.2	-3.1	-1.5	-1.6
Cn1c(Cl)c(/C=N/OC(=O)c2cccc(Cl)c2)c2ccccc21	0.0	3.4	1.4	0.8	4.5	2.8	6.3	-9.9	-0.5	-3.4
O=C(O)C1CCN(C(=O)COc2ccc3c4c(c(=O)oc3c2)CCC4)CC1	4.1	2.2	5.9	-4.4	5.9	8.5	-10.4	2.6	1.3	3.8
Cc1cccc(NC(=O)C2CCN(S(=O)(=O)c3ccc4c(c3)NC(=O)CO4)CC2)c1C	0.4	-1.7	3.0	-4.4	-2.0	1.9	2.2	-0.9	0.9	-3.0
Cc1cccc(-n2ncc3c(NC(C)C)ncnc32)c1	2.3	2.5	-2.3	-7.6	3.4	-2.2	2.3	4.8	-3.7	1.6
O=C(NC(=S)NC1CCSC1=O)c1cccc([N+](=O)[O-])c1 (stereo unspecified)	-0.4	6.5	-4.9	-3.2	0.4	0.4	2.5	3.4	-2.1	-1.1
COc1ccc(S(=O)(=O)NCC2CCCN(Cc3cn(C)nc3C)C2)cc1 (stereo unspecified)	-0.4	3.0	-3.8	-4.0	-1.9	1.2	7.6	9.2	1.5	0.0
COc1ccc(C2SCC(=O)N2c2c(C)n(C)n(-c3ccccc3)c2=O)cc1OC (stereo unspecified)	0.4	0.8	-0.4	-6.3	-0.4	-20.8	5.7	0.7	-3.4	-1.5
COC(=O)c1ccc2nc(-c3ccc(OC)c(OC)c3)c(Cc3ccccc3C(F)(F)F)n2c1	-2.0	0.3	5.4	-1.9	23.5*	x	-1.1	4.6	2.1	6.3
O=S(=O)(c1ccccc1)[C@@]1(c2ccc(Br)cc2)C[C@@H]2ON=C(c3ccccc3)[C@@H]2C1	-1.2	-2.1	4.6	-5.3	3.2	-12.8	-9.1	-1.2	-0.8	0.2
O=C(COC(=O)CCC(=O)c1ccc(F)cc1)NC1CCCCC1	-0.9	-4.3	-2.7	-2.4	2.8	1.1	-3.7	4.2	0.7	0.6
COc1ccccc1C1(CC(=O)Nc2nccs2)CCOC(C(C)C)C1 (stereo unspecified)	2.3	2.0	4.6	-2.0	0.9	0.8	4.5	-1.9	0.5	1.6
COc1cc(C(=O)NC2CCN(Cc3nnnn3Cc3ccc(F)cc3)CC2)cc(OC)c1OC	-0.4	-5.5	2.9	-6.6	-1.9	-2.4	-2.2	7.5	1.8	-11.4
CC(=O)N(C)c1cc([N+](=O)[O-])ccc1OCc1ccccc1	2.9	0.7	2.8	2.0	3.7	6.4	2.5	-11.8	-2.9	-0.1
COc1ccc(NC(=S)N2CCCN(Cc3cccc(Cl)c3)C2)cc1	0.0	-4.2	-4.7	-2.1	-2.8	-14.6	0.5	6.9	0.9	-2.5
Cc1cccc(C)c1OCC(O)CNS(=O)(=O)c1ccccc1C(=O)N1CCCCC1 (stereo unspecified)	-0.3	0.7	-1.3	3.9	0.1	1.5	5.0	0.0	0.2	-7.7

The list is partial. The share of hits here may be higher or lower than overall.
